HTR5A inv ctr: counter-screen for OPRM1-OPRD1 inverse agonists: human HTR5A inverse agonism. HTR5A cell line, luminescence. AID 504634. inhibition, % at 9.3 µM. 0.083% of 340,000 active; in the data active means inhibition mostly above about 23%, no sharp cut-off; inactive means mostly below about 18%;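 further: 0% = cells with DMSO and 100% = no-cell wells with DMSO; some compounds called inactive have numbers as strong as hits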
MOR-DOR inv ag: inverse agonists of human mu-delta opioid receptor heterodimerization; P35372+P41143; cell-based MOR-DOR heterodimer luminescence, inverse agonism; inhibition, % at 9.3 µM; 0.21% of 340,000 active; AID 504357; in the data active means inhibition above about 22%, passing the limit was not always enough;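 further: 0% = cells with DMSO and 100% = wells without cells with DMSO; values of inactives mirror those of a sister screen read the other way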
Target sequence (P35372 whole entry, looked up): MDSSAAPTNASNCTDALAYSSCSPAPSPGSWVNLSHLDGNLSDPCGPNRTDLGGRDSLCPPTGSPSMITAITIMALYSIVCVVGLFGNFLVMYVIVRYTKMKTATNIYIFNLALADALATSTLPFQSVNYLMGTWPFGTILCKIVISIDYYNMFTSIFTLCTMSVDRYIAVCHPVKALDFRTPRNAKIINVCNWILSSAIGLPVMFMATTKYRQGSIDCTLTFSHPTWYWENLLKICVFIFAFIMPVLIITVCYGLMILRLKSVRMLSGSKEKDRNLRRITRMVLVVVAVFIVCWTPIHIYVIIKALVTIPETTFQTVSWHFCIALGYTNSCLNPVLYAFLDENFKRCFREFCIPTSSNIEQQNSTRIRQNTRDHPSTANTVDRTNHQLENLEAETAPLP
Target sequence (P41143 whole entry, looked up): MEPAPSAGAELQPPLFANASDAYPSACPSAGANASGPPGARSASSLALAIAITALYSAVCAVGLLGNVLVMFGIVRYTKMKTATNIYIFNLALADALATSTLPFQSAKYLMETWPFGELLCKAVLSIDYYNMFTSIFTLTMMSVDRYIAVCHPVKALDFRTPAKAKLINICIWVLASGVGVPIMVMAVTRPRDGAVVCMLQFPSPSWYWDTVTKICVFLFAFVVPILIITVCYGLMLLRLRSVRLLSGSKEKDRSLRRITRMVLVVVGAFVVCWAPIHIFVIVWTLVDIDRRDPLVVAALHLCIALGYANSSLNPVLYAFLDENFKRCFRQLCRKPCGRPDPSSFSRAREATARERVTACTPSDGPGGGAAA
PfHsp90 set2: inhibits growth of yeast expressing Plasmodium falciparum Hsp90 | S. cerevisiae expressing PfHsp90, BacTiter-Glo ATP, 48 h; yeast lacking PDR1 and PDR3 efflux regulators | inhibition, % at 9.4 µM | 0.32% of 310,000 active | AID 504621;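 active means every replicate shows inhibition above about 80%, whatever the replicate mean, limit read from the data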;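 further: 0% = DMSO neutral controls and 100% = 20 µM radicicol positive controls; yeast relying on Plasmodium falciparum Hsp90 in place of its own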
MOR-DOR ag: OPRM1-OPRD1 heterodimerization agonism; 0.3% of 340,000 active; cells, luminescence; P35372+P41143; activation, % at 9.3 µM; in the data active means activation above about 18%;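 further: 0% = vehicle-treated cells and 100% = reference agonist; values of inactives mirror those of a sister screen read the other way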
PKA-R1A act: activators of PKA-R1A complex; 0.083% of 340,000 active; AID 504707; activation, % at 11.4 µM; P00514+P68181; PKA-R1A dissociation, Cy5-IP20 fluorescence polarization; scaled: DMSO 0%, 113 µM cGMP 100%;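 active means percent activation above the mean of all tested compounds plus 3 SD, cut at about 19% in these data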;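 further: higher means more PKAc released from R1A so a rise in polarization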
AddAB inh: less growth of phage-infected E. coli with AddAB. inhibition, % at 11.9 µM. 0.29% of 330,000 active. E. coli expressing H. pylori AddAB, absorbance growth. AID 435030; in the data active means inhibition above about 12%;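 further: 0% = vehicle wells of infected cells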
SUMO Mot1 rescue: inhibitors of SUMOylation pathway: yeast Mot1-301 growth rescue | S. cerevisiae Mot1-301 growth rescue, ATP luminescence, 38.5C; percent above DMSO median, 100 means doubled | growth rescue, % at 18.8 µM | 1% of 320,000 active;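 active means every valid replicate shows activation above 250% relative to neutral control wells; inactive means the rest, any valid replicate at or below 250%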;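 further: OY570 slx delta 5 strain wells were the positive control but not used for scaling; some compounds called inactive have numbers as strong as hits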
Ecoli viability: bacterial growth inhibition, counter-screen for AddAB inhibitors. E. coli V3065 growth, OD600 absorbance, 18 h. inhibition, % at 11.9 µM. 0.27% of 330,000 active;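 active means inhibition above the campaign's mean inhibition across all tested compounds plus 3 SD, cut at about 9.9% in these data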;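 further: uninfected addAB+ strain grown without phage in ampicillin broth; 0% = DMSO wells and 100% = ciprofloxacin 0.95 µg/ml wells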
phage Ecoli inh: E. coli growth loss with phage present | inhibition, % at 11.9 µM | AID 651602 | 0.26% of 360,000 active | growth absorbance; in the data active means inhibition above about 11%
HTR5A ag: HTR5A agonism, opioid heterodimer counter-screen; P47898; HTR5A agonist assay, luminescence, cell-based; activation, % at 9.3 µM; 0.61% of 340,000 active; AID 504692; in the data active means activation mostly above about 9.5%, no sharp cut-off; inactive means mostly below about 7.6%;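 further: 0% = cells with vehicle only and 100% = reference agonist; strong numbers were not always called active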
DSG3 Ab inh: blocks pemphigus antibody binding to human desmoglein-3; P32926; DSG3-coupled beads, scFv-anti-DSG3-GFP binding, flow cytometry; stronger effect = lower value; binding (percent of control), % at 10 µM; 0.48% of 310,000 active; AID 588358;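 active means binding more than 3 SD below its plate's average and above zero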;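 further: hits lower antibody fragment binding to DSG3; some compounds called inactive have numbers as strong as hits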
* marks the source's active call; other numbers are inactive results; nt = no result given. Random draw from the library. About 3.2% of those tested had a hit in this group.

No. | SMILES | MOR-DOR inv ag | PfHsp90 set2 | SUMO Mot1 rescue | HTR5A ag | Ecoli viability | DSG3 Ab inh | phage Ecoli inh | MOR-DOR ag | PKA-R1A act | HTR5A inv ctr | AddAB inh
1 | O=P(O)(CCc1ccccc1)C(O)c1ccccc1 (stereo unspecified) | 12 | 10 | 13 | 3 | -1.6 | nt | 0.9 | -2.8 | -18 | -7 | 1.4
2 | CNc1nc(SC)nc(N(C)C#N)n1 | 18 | 9 | -2 | -1 | -2.0 | 94 | 2.1 | -3.6 | 4 | 2 | -0.6
3 | Cc1ccc(CCNC(=O)c2cccc(N3CCCC3=O)c2)cc1 | 15 | -3 | -16 | -5 | 0.2 | 97 | nt | -2.9 | -8 | 5 | 4.0
4 | COc1cc2[nH]c(=S)nc(NCc3ccc(Cl)cc3)c2cc1OC | -3 | 23 | -5 | -1 | 0.1 | 107 | 1.6 | 0.6 | -4 | 3 | 0.5
5 | CCS(=O)(=O)Nc1ccc(-c2ccc(NS(=O)(=O)CC)c(OC)c2)cc1OC | 7 | 6 | 1 | 2 | -0.2 | 93 | 0.7 | -1.4 | -5 | -6 | -1.4
6 | C/C(=N\NC(=O)COc1ccc2ccccc2c1)c1cccs1 | -2 | -23 | 4 | 5 | 0.0 | 103 | 1.9 | 0.4 | -12 | -14 | 2.5
7 | CC1CCN(C(=O)COC(=O)c2ccc3c(c2)C(=O)N(Cc2ccco2)C3=O)CC1 | 7 | nt | nt | -1 | nt | 101 | 1.2 | -1.4 | -6 | 3 | nt
8 | COc1ccc(Cc2noc(CN(C)CCc3ccccc3)n2)cc1OC | 4 | -14 | -4 | 6 | 1.3 | 96 | 0.1 | -0.8 | -2 | 10 | 1.0
9 | CCCCn1c(CNC(=O)CCC)nc2ccccc21 | 14 | -38 | -2 | 5 | 0.3 | 97 | 0.8 | -2.4 | 10 | -16 | -2.4
10 | O=C(O)CSCCC(=O)Nc1ccc(F)cc1 | 13 | 23 | -4 | 0 | 3.5 | 102 | 2.7 | -2.4 | -7 | 1 | 0.2
11 | CC(C)OC(=O)CSc1nnc(-c2ccc(Cl)cc2)n1N | 5 | nt | 10 | 1 | 1.1 | 107 | -1.4 | -1.1 | 7 | 4 | 0.7
12 | COc1ccc(C(C)C)cc1S(=O)(=O)NCCCn1ccnc1 | -7 | -4 | -13 | -4 | 0.1 | 106 | -2.1 | 1.4 | -7 | 16 | 1.2
13 | CCc1noc(C)c1C(=O)N(CC)CC(=O)Nc1ccccc1C(F)(F)F | 7 | nt | 7 | 0 | 0.8 | 98 | -0.3 | -1.2 | 9 | 1 | 0.8
14 | O=C(COc1ccc(-c2nnco2)cc1)Nc1ccc(C(F)(F)F)cc1 | -1 | 20 | 101 | -7 | -0.2 | 100 | 1.5 | 0.2 | -9 | 18 | -0.8
15 | O=C(NC1CCCC1)C(=O)N(Cc1cccnc1)C(C(=O)NCc1ccco1)c1ccccc1F (stereo unspecified) | 14 | 32 | 8 | 2 | 1.4 | 103 | 1.6 | -2.8 | 5 | -28 | 2.5

Sorted by SMILES length (smallest number first): some entries from above
No. | SMILES | MOR-DOR inv ag | PfHsp90 set2 | SUMO Mot1 rescue | HTR5A ag | Ecoli viability | DSG3 Ab inh | phage Ecoli inh | MOR-DOR ag | PKA-R1A act | HTR5A inv ctr | AddAB inh
4 | COc1cc2[nH]c(=S)nc(NCc3ccc(Cl)cc3)c2cc1OC | -3 | 23 | -5 | -1 | 0.1 | 107 | 1.6 | 0.6 | -4 | 3 | 0.5
14 | O=C(COc1ccc(-c2nnco2)cc1)Nc1ccc(C(F)(F)F)cc1 | -1 | 20 | 101 | -7 | -0.2 | 100 | 1.5 | 0.2 | -9 | 18 | -0.8
5 | CCS(=O)(=O)Nc1ccc(-c2ccc(NS(=O)(=O)CC)c(OC)c2)cc1OC | 7 | 6 | 1 | 2 | -0.2 | 93 | 0.7 | -1.4 | -5 | -6 | -1.4

A portion from the list above:
No. | SMILES | MOR-DOR inv ag | PfHsp90 set2 | SUMO Mot1 rescue | HTR5A ag | Ecoli viability | DSG3 Ab inh | phage Ecoli inh | MOR-DOR ag | PKA-R1A act | HTR5A inv ctr | AddAB inh
1 | O=P(O)(CCc1ccccc1)C(O)c1ccccc1 (stereo unspecified) | 12 | 10 | 13 | 3 | -1.6 | nt | 0.9 | -2.8 | -18 | -7 | 1.4
2 | CNc1nc(SC)nc(N(C)C#N)n1 | 18 | 9 | -2 | -1 | -2.0 | 94 | 2.1 | -3.6 | 4 | 2 | -0.6

Carrying on:
No. | SMILES | MOR-DOR inv ag | PfHsp90 set2 | SUMO Mot1 rescue | HTR5A ag | Ecoli viability | DSG3 Ab inh | phage Ecoli inh | MOR-DOR ag | PKA-R1A act | HTR5A inv ctr | AddAB inh
16 | COc1ccc(-c2csc3ncn(-c4ccccc4)c(=O)c23)cc1OC | 8 | 16 | 24 | 1 | -1.0 | 103 | 2.5 | -1.6 | -6 | -3 | -1.1
17 | CCCN1/C(=C2/SC(=S)N(CC)C2=O)C=Cc2ccccc21 | 14 | 7 | -11 | -3 | -1.6 | 98 | 1.1 | -2.4 | 3 | 2 | 1.4
18 | COc1ccc2cc(C#N)c(SCC(=O)Nc3nonc3C)nc2c1 | -17 | 4 | 27 | 4 | -1.6 | 118 | 2.7 | 2.1 | 5 | -3 | 1.6
19 | CCOC(=O)Nc1nc(-c2ccccc2)c(C(=O)c2ccc(Cl)cc2)s1 | 1 | -18 | -8 | -1 | -0.7 | 105 | 1.0 | -0.2 | -9 | -4 | -0.8
20 | CSc1oc(-c2ccco2)nc1S(=O)(=O)c1ccc(C)cc1 | 6 | 1 | 55 | -2 | -3.0 | nt | 3.6 | -1.0 | 4 | 7 | 2.7
21 | Cc1onc(-c2ccccc2)c1C(=O)NCc1cccs1 | 11 | -23 | 17 | -1 | 1.6 | 89 | 2.0 | -1.9 | -2 | 9 | 5.0
22 | COC(=O)CC1SC(=O)NC1=Nc1ccc(C)cc1 (stereo unspecified) | 5 | 19 | 0 | 3 | 0.6 | 105 | 0.9 | -0.8 | -7 | -7 | -1.3
23 | C=CCC(C=C)S(=O)(=O)c1ccc(C)cc1 (stereo unspecified) | -14 | nt | 30 | -4 | -1.7 | nt | 3.5 | 2.3 | 12 | 11 | 1.5
24 | CCc1ccc(C2=NN(CCC(=O)NCC3CCCO3)C(=O)CC2)cc1 (stereo unspecified) | 10 | -39 | 187 | -1 | -0.2 | 101 | -0.2 | -1.9 | -5 | 7 | 0.8
25 | COc1ccc(CCNC(=O)c2cccc([N+](=O)[O-])c2)cc1OC | 9 | -2 | 19 | 1 | -0.7 | 110 | 1.6 | -1.7 | -7 | -2 | -3.2
26 | Cc1ccc(-c2nnc(N3CCCCC3)c3ccccc23)cc1 | -5 | 12 | 11 | 3 | 1.4 | 109 | 2.4 | 1.0 | -8 | -26 | 1.9
27 | Cc1ccc(NC(=O)C2CC(O)CN2C(=O)OCc2ccccc2)c(C)c1 (stereo unspecified) | 14 | 5 | 7 | 4 | 0.8 | 107 | 0.6 | -2.7 | 1 | -11 | 2.0
28 | Cc1ccc(NC(=O)c2ccc(NCc3ccco3)c([N+](=O)[O-])c2)cc1Cl | -32 | 11 | 1 | 2 | 0.0 | 97 | 2.1 | 6.0 | 4 | -23 | 0.5
29 | CC1=Nc2ccccc2NC(=O)C1Sc1nnc(C)s1 (stereo unspecified) | 2 | 1 | -1 | 4 | 0.8 | 100 | 1.6 | -0.3 | -2 | -6 | -0.2
30 | CCCN(CC(=O)Nc1cc(C)on1)S(=O)(=O)c1cccc(C(F)(F)F)c1 | -6 | nt | -8 | 2 | -0.5 | 118 | 0.9 | 1.3 | -4 | -5 | 1.9
31 | Cc1ccsc1C(=O)NNC(=O)COc1ccccc1Cl | 7 | nt | -10 | -2 | 0.2 | -0.8* | 1.0 | -1.1 | -13 | 6 | -0.7
32 | C=CCc1ccc(OCCCCN2CC(C)OC(C)C2)c(OC)c1 (stereo unspecified) | 4 | 12 | 63 | 6 | -0.6 | 103 | 2.8 | -0.7 | -5 | -17 | -0.4
33 | CC(=O)Nc1cccc(OC(=O)c2ccoc2C)c1 | 17 | nt | 7 | -4 | 0.2 | 108 | 0.4 | -3.0 | 3 | -2 | 1.3
34 | Cc1ccc(S(=O)(=O)Nc2c(C)nn(C)c2C)cc1 | 12 | -17 | 208 | 2 | 1.2 | 100 | 3.0 | -2.2 | -1 | -1 | 0.5
35 | Cn1c(=O)oc2cc(S(=O)(=O)NCCC(=O)NCCc3ccccc3)ccc21 | -1 | 7 | 146 | 4 | -2.5 | 96 | 0.7 | 0.2 | -3 | 1 | -1.6
36 | N#C/C(=C/c1ccc(OCc2ccc(C(=O)O)cc2)cc1)C(=O)Nc1ccccc1 | 12 | 0 | -4 | -1 | -0.4 | 107 | nt | -2.5 | 2 | 3 | 2.1
37 | CNS(=O)(=O)c1cccc(C(=O)OCC(=O)NC2CCCC(C)C2C)c1 (stereo unspecified) | 19 | 11 | -12 | -3 | 0.5 | 96 | -0.6 | -3.6 | -3 | 11 | 2.4
38 | COc1ccc(-c2nnc(NC(=O)c3ccco3)s2)cc1 | 5 | 17 | 36 | 7 | 3.6 | 101 | 0.1 | -0.9 | 3 | -18 | 5.8
39 | Cc1ccc(S(C)(=O)=NS(=O)(=O)c2cccc3nsnc23)cc1 (stereo unspecified) | 12 | -5 | 7 | -1 | -3.8 | 110 | 4.4 | -2.3 | -11 | -3 | 3.1
40 | Cc1cc(NC(=O)CCC(=O)N(Cc2ccco2)C2(C(=O)NC3CCCCC3)CCCCC2)no1 | 12 | -5 | 55 | -1 | -0.8 | nt | -1.5 | -2.0 | 1 | -20 | 2.6
41 | O=[N+]([O-])c1ccc(C2CN=C(Nc3ccccc3)S2)cc1 (stereo unspecified) | -8 | -17 | 2 | -6 | 1.3 | 94 | -0.1 | 1.6 | -11 | 17 | 1.0
42 | O=C(CN1C(=O)c2ccccc2S1(=O)=O)Nc1ccc(S(=O)(=O)Nc2ncccn2)cc1 | 6 | 15 | nt | 3 | nt | 105 | -1.2 | -0.9 | -6 | -16 | nt
43 | CC(C)CCC(CC(C)O)C(=O)NNC(=S)Nc1ccccc1 (stereo unspecified) | 19 | -25 | -5 | -3 | 0.9 | nt | 1.0 | -3.8 | -2 | 7 | 0.8
44 | O=C1CC(c2ccc(S(=O)(=O)Nc3cc(C(F)(F)F)cc(C(F)(F)F)c3)cc2)CN1 (stereo unspecified) | 3 | -17 | 7 | 3 | 0.9 | 96 | 1.6 | -0.6 | -6 | -9 | 0.4
45 | O=C(Nc1cccc(Cl)c1)N1CCCC1 | -3 | -4 | -6 | -2 | 0.4 | 99 | 1.2 | 0.6 | 0 | 3 | 0.4
46 | COc1cc(OC)c(OC)cc1NC(=O)CC1COc2ccccc2O1 (stereo unspecified) | -2 | nt | 4 | -1 | 1.6 | nt | 0.4 | 0.3 | -2 | 2 | -0.5
47 | CC(=O)c1cc(-c2ccccc2)n(CCC(=O)NC2CCCCCCC2)c1C | 14 | -19 | -4 | 6 | -2.6 | nt | 3.3 | -3.0 | -13 | 10 | 4.1
48 | CCCOc1ccc(C2=NNC(=O)CC2)cc1 | -1 | 9 | nt | 13 | -0.3 | 103 | 0.4 | 0.1 | 1 | 6 | -0.1
